Bim-Bcl-W – inhibitors of Bim binding to Bcl-W, primary screen, biochemical, multiplexed, bead-based flow cytometry; Bcl-2-like protein 2 (Homo sapiens), Q92843; Bim peptide-Bcl-W binding; inhibition, % at 10 µM; 0.02% of 190,000 active;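 also: 0% = bound tracer without compound and 100% = peptide blocker; higher means less fluorescent Bim peptide bound to Bcl-W beads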
Target sequence (Q92843 whole entry, looked up): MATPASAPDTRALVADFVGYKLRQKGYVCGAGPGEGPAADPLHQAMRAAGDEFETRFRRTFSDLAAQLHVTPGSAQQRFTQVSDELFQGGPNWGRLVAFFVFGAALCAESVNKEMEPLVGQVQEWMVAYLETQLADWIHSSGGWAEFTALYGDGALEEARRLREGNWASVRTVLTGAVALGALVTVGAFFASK
Bcl-XL Bim block – inhibitors of Bim-Bcl-XL binding, primary screen, biochemical, multiplexed, bead flow cytometry, human Bcl-XL | Bcl-2-like protein 1 (Homo sapiens), Q07817 | Bim peptide-Bcl-XL binding, fluorescence | inhibition, % at 10 µM | 0.04% of 190,000 active | AID 1007, 2008
Bim-Mcl-1 – inhibitors of Bim peptide binding to Mcl-1, primary screen, biochemical, bead-based flow cytometry, multiplex; Induced myeloid leukemia cell differentiation protein Mcl-1 (Homo sapiens), Q07820; Bim peptide-Mcl-1 binding; inhibition, % at 10 µM; 0.1% of 190,000 active; AID 1009, 2008;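 also: 0% = no compound tracer wells and 100% = peptide blocker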
Bcl-2 Bim block – inhibitors of Bim-Bcl-2 binding, primary screen, biochemical, multiplexed, human Bcl-2 family. Apoptosis regulator Bcl-2 (Homo sapiens), P10415. Bead-based flow cytometry, Bim peptide-Bcl-2 binding. inhibition, % at 10 µM. 0.06% of 190,000 active; in the data active = inhibition above about 40%; inconclusive = no clear call, values can overlap the other calls;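 also: 0% = no compound wells with probe peptide and 100% = reference peptide inhibitor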
Target sequence (P10415 whole entry, looked up): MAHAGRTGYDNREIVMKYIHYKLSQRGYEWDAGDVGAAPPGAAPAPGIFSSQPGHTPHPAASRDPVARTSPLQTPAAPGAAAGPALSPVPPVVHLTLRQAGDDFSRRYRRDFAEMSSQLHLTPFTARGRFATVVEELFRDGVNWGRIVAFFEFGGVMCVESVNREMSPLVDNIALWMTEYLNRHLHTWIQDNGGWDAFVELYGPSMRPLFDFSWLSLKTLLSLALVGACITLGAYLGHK
RGS8-Gao reg – RGS8-Galphao binding modulators, primary screen, biochemical, multiplexed bead flow cytometry | AID 1423, 2008 | 0.34% of 220,000 active | actives lie on both sides | response (percent of control binding), % at 10 µM; in the data active = response below about 60% or above about 140%; inactive = in between;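 also: Galphao activated as the GDP aluminium fluoride complex binding bead-coupled RGS8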
Target sequence (P09471 whole entry, looked up): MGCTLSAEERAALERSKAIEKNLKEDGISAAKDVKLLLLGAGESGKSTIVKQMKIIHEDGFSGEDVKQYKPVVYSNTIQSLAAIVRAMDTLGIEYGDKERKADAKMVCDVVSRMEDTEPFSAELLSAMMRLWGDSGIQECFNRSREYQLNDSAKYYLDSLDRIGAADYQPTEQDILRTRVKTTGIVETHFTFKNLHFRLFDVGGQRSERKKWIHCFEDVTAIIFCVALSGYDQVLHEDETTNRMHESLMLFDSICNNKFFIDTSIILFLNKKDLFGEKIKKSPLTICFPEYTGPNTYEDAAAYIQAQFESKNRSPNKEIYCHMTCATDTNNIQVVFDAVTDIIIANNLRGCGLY
Mcl1-Bid inh – Mcl-1/Bid binding inhibitors, primary screen, biochemical, TR-FRET, 1536-well; Induced myeloid leukemia cell differentiation protein Mcl-1 (Homo sapiens), Q07820; TR-FRET Mcl-1/Bid-Dy647 peptide binding; inhibition, % at 21.7 µM; 0.97% of 220,000 active; AID 1021, 2008;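 active = compounds that cut the binding signal by more than half at the single screening dose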;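 also: His-tagged Mcl-1 with europium anti-His antibody binding Bid BH3 peptide; 0% = Mcl-1 plus peptide wells and 100% = peptide-only wells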
RGS4-Gao reg – modulators of RGS4 binding to Galphao, primary screen, biochemical, multiplexed bead flow cytometry; actives lie on both sides; binding response (% of control), % at 10 µM; 0.33% of 220,000 active; AID 1415, 2008; in the data active = binding response below about 49% or above about 150%; inactive = in between;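 also: fluorescent Galphao activated with aluminum fluoride binding bead-coupled RGS4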
Mcl1 Noxa PPI – Mcl-1/Noxa binding inhibitors, primary screen, biochemical, TR-FRET, 1536-well. Induced myeloid leukemia cell differentiation protein Mcl-1 (Homo sapiens), Q07820. TR-FRET Mcl-1/Noxa peptide binding, 2 h. inhibition, % at 21.7 µM. 1.5% of 220,000 active;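 active = compounds that cut the protein-peptide binding signal by more than 50% relative to plate controls in a single-dose test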;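 also: His-tagged Mcl-1 with rhodamine Noxa BH3 peptide and terbium anti-His antibody; 0% = Mcl-1 plus Noxa peptide wells and 100% = peptide-only wells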
Bim-Bcl-B – inhibitors of Bim-Bcl-B binding, primary screen, biochemical, multiplexed, human Bcl-2 family. bead-based flow cytometry, Bim peptide-Bcl-B binding. inhibition, % at 10 µM. 0.073% of 190,000 active;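 also: 0% = tracer peptide without compound and 100% = reference inhibitor peptide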
Target sequence (Q9HD36 whole entry, looked up): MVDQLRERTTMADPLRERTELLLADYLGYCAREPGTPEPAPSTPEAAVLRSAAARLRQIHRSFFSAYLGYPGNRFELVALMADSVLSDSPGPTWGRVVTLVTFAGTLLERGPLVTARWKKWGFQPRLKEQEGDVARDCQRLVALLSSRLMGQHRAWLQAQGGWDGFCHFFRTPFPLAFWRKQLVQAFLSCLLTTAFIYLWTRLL
RGS7-Gao – RGS7-Galphao binding modulators, primary screen, biochemical, multiplexed bead flow cytometry | 0.35% of 220,000 active | actives lie on both sides | AID 1439, 2008 | binding response (% of control), % at 10 µM; in the data active = binding response below about 49% or above about 150%; inconclusive = no clear call, values can overlap the other calls; inactive = in between;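 also: fluorescent Galphao held in activated GDP-AlF4 state binding bead-coupled RGS7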
Bim-Bfl-1 – inhibitors of Bim binding to Bfl-1, primary screen, biochemical, multiplexed, bead-based flow cytometry; Bcl-2-related protein A1 (Homo sapiens), Q16548; Bim-Bfl-1 binding inhibition; inhibition, % at 10 µM; 0.12% of 190,000 active; AID 1008, 2008;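 also: 0% = wells without compound plus tracer and 100% = blocker peptide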
Numbers without * were called inactive; ? = inconclusive; . = no result given. Rule as the data show it, unless noted: active = inhibition above about 40%.

SMILES	Bim-Bcl-W	Bcl-XL Bim block	Bim-Mcl-1	Bcl-2 Bim block	RGS8-Gao reg	Mcl1-Bid inh	RGS4-Gao reg	Mcl1 Noxa PPI	Bim-Bcl-B	RGS7-Gao	Bim-Bfl-1
CC(=O)c1cccc(NC(=S)N2CCN(CCN3C(=O)c4cccc5cccc(c45)C3=O)CC2)c1	-1	-2	0	0	99	38	100	10	-1	100	-2
CN(Cc1nc2ccccc2n1C)S(C)(=O)=O	-1	-4	-2	-15	104	-15	100	15	-13	103	-16
COc1cccc(C2NC(=O)NC(C)=C2C(=O)Nc2cc(OC)ccc2OC)c1 (configuration not stated)	-1	-3	-2	-11	101	-17	103	-3	-8	102	-7
O=c1c2ccccc2[nH]c(=S)n1CCC1=CCCCC1	-5	-7	-2	-5	102	-14	102	14	-8	103	-13
CCOc1cc(/C=N/NC(=O)c2ccc(O)cc2)ccc1Oc1nc(Cl)ncc1F	3	-2	1	-2	93	-13	95	27	-5	90	0
O=C(CN1CCC(NC(=O)c2ccccc2)CC1)NCc1ccccc1F	-1	5	-1	-9	100	-5	99	.	-8	99	-13
CC(Oc1ccc(Cl)cc1)c1ccnc(N)n1 (configuration not stated)	0	-2	2	0	100	-19	100	8	-1	98	-3
CCN(CC)CCn1c(-c2ccc(C)cc2)nc(=S)c2c1CC(C)(C)OC2	.	.	.	.	102	-18	107	5	.	?	.
COc1ccc(C(=O)N2CCN(c3ccccc3OC)CC2)cc1	1	-3	0	0	96	-33	96	9	0	100	-6
Cc1nc2ccccc2c2c1C(=O)N(C)C2=O	0	-3	0	-11	101	-7	100	-8	-5	100	-15
NC(=O)COC(=O)c1cc(Cl)cc(Cl)c1N	0	2	-1	-2	100	-8	98	0	0	92	-7
CCc1cccc(CC)c1NC(=S)N1CCn2cccc2C1c1cccnc1 (configuration not stated)	20	27	22	21	113	75*	124	17	49*	114	25
CCn1c(SCC(=O)N2CCc3ccccc3C2)nc2c1c(=O)n(C)c(=O)n2C	0	-9	0	-7	99	-38	98	5	-6	96	-11
O=C(CN1CCN(c2ccccc2)CC1)Nc1ccc(-n2cnnn2)cc1	-2	-1	-4	-1	103	-26	99	10	-3	99	-2
O=C(NCc1ccc(F)cc1)c1cnc(-c2ccccn2)nc1C(F)(F)F	4	-4	-1	-6	95	-25	89	-1	-7	95	-10
N=c1sccn1CC(=O)Nc1ccc2c(c1)CCC2	1	-3	0	0	99	-31	100	6	-3	99	-1
COc1cc(S(=O)(=O)N2CCCCC2)ccc1NC(=O)Cc1ccccc1	2	-5	-4	-7	100	-12	100	16	-7	102	-14
CC(NC(=O)CCn1c(=S)[nH]c2ccsc2c1=O)c1ccccc1 (configuration not stated)	-2	-4	-4	-2	101	-49	100	16	-14	117	1
CN(C(=O)CCCN1C(=O)c2cccc3cccc(c23)C1=O)c1ccccc1	6	4	5	6	98	-4	97	17	4	96	7
O=C(CSCc1c(Cl)cccc1Cl)NCc1ccccn1	2	0	4	0	104	-30	102	-6	-3	96	-3
Clc1ccc2c(N/N=C/c3ccc(Br)cc3)ccnc2c1	11	0	4	27	103	45	100	42	28	98	25
COC(=O)C1(C(F)(F)F)N=C(N(C)C)OC(N(C)C)=N1	-8	-4	-4	-4	91	-15	97	-7	-6	111	-6
CC(=O)NC1=NN(C(C)=O)C(c2ccccc2)S1 (configuration not stated)	-4	0	-3	-5	104	-40	99	13	-2	100	-8
CCc1ccc(CNC(=O)CCc2nnc(CCc3ccc(OC)cc3)o2)nc1	-3	-7	-1	-4	102	-7	99	8	-7	98	-6
O=C(NC1CCC(O)CC1)c1ccc(S(=O)(=O)NCc2ccco2)cc1 (configuration not stated)	0	2	3	0	100	15	101	-16	1	99	0

Compounds shown so far containing fluorine:
SMILES	Bim-Bcl-W	Bcl-XL Bim block	Bim-Mcl-1	Bcl-2 Bim block	RGS8-Gao reg	Mcl1-Bid inh	RGS4-Gao reg	Mcl1 Noxa PPI	Bim-Bcl-B	RGS7-Gao	Bim-Bfl-1
CCOc1cc(/C=N/NC(=O)c2ccc(O)cc2)ccc1Oc1nc(Cl)ncc1F	3	-2	1	-2	93	-13	95	27	-5	90	0
O=C(CN1CCC(NC(=O)c2ccccc2)CC1)NCc1ccccc1F	-1	5	-1	-9	100	-5	99	.	-8	99	-13
O=C(NCc1ccc(F)cc1)c1cnc(-c2ccccn2)nc1C(F)(F)F	4	-4	-1	-6	95	-25	89	-1	-7	95	-10
COC(=O)C1(C(F)(F)F)N=C(N(C)C)OC(N(C)C)=N1	-8	-4	-4	-4	91	-15	97	-7	-6	111	-6

Further results follow.
SMILES	Bim-Bcl-W	Bcl-XL Bim block	Bim-Mcl-1	Bcl-2 Bim block	RGS8-Gao reg	Mcl1-Bid inh	RGS4-Gao reg	Mcl1 Noxa PPI	Bim-Bcl-B	RGS7-Gao	Bim-Bfl-1
Cc1cc(C[n+]2ccccc2)c2nsnc2c1	1	1	-1	-1	98	6	90	6	-1	89	0
CCN(C(=O)COC(=O)c1c(-c2ccccc2)noc1C)C1CCS(=O)(=O)C1 (configuration not stated)	0	0	0	-6	99	-26	99	-12	-2	99	-5
CC(C(=O)Nc1ccccc1-c1ccccc1)N(C)Cc1nc2ccccc2c(=O)[nH]1 (configuration not stated)	-6	-7	-2	3	98	-31	100	-4	-6	103	2
CC(C)(C)c1ccc(NC(=O)CC2(C(F)(F)F)OCCO2)cc1	0	-6	2	1	100	-8	100	-19	0	102	0
COC(=O)Cn1cnc2c1c(=O)n(C)c(=O)n2C	5	10	3	10	82	-6	92	8	12	89	7
CCS(=O)(=O)Nc1ccc(-c2nnc(SCC(=O)c3cccc(OC)c3)o2)cc1	-2	-1	-3	-3	103	-9	104	3	-8	100	-12
Cc1cnc(Nc2nc3ccccc3o2)nc1C(=O)Nc1cccc(C(F)(F)F)c1	-2	-3	-1	2	98	-7	101	-4	0	100	0
O=C(COc1ccccc1)NCC(=O)N/N=C/c1ccc(O)cc1O	.	.	.	.	96	-62	92	-38	.	?	.
Cc1nn(C)c(C)c1S(=O)(=O)N1CCCC(C(=O)NCCc2ccc(Cl)cc2)C1 (configuration not stated)	0	-4	0	-6	99	-10	102	19	-6	103	-10
Cc1nc(COc2cccc(Cl)c2)sc1C(=O)/C=C/N(C)C	.	.	.	.	100	-72	97	6	.	?	.
COc1ccc(C2c3ccc(O)cc3Oc3ncn4nc(-c5cccnc5)nc4c32)cc1OC (configuration not stated)	.	.	.	.	99	-41	99	-2	.	?	.
Cc1n[nH]c(=O)nc1NCC1CCCO1 (configuration not stated)	-2	-2	-1	-1	97	-1	102	10	-3	114	-1
O=C(CSc1nccn1-c1ccccc1)NO	-3	-2	0	-5	98	-47	97	10	-3	?	-3
COCCn1c(SCc2nc3cc(OC)c(OC)cc3c(=O)[nH]2)nnc1-c1ccncc1	0	-4	-2	-5	99	-10	97	13	-9	95	-15
Cc1c(Nc2c3c(c(C#N)c4nc5ccccc5n24)CCC3)c(=O)n(-c2ccccc2)n1C	2	2	-3	-2	101	16	100	27	-8	100	-6
Cc1ccc(C(=O)C(C)OC(=O)c2ccccc2[N+](=O)[O-])cc1 (configuration not stated)	1	0	1	6	83	1	93	24	0	89	1
CC(=O)OCC(=O)c1ccc2ccn(C(C)=O)c2c1	-2	-2	-1	4	103	2	103	-7	3	102	8
Cc1ccc(N2C(=O)N(CC(=O)NCc3ccc(Cl)cc3)C(=O)C2C)cc1 (configuration not stated)	-1	0	-1	-1	97	-2	97	-11	0	95	1
CN(CCC1CCCCO1)C(=O)CCc1nnc(C2CCCCC2)o1 (configuration not stated)	0	-1	3	-3	106	-37	102	-5	-3	101	-5
Cc1cccc(-n2nc3c(c2NC(=O)c2ccc(S(=O)(=O)N4CCOCC4)cc2)CSC3)c1C	5	5	4	6	97	-3	98	11	2	95	9
CCOc1cc(S(=O)(=O)NC2CCCCC2)ccc1F	-5	-4	-1	-6	110	12	106	2	-4	106	-2
Nc1nnc(SCC(=O)OCC(=O)c2ccccc2Br)s1	-3	-4	-1	0	105	-1	104	-9	-4	104	-8
CCN(CC)C(=O)c1cc(Cl)ccn1	-1	-7	-4	0	103	-32	103	20	-34	102	8
N/C(=N\OC(=O)COc1ccc2ccccc2c1)c1ccncc1	5	2	3	-2	107	-13	103	1	0	105	1
C=CCOc1ccc(/C(O)=C2/C(=O)C(=O)N(CCCn3ccnc3)C2c2cccs2)cc1 (configuration not stated)	0	-1	-1	0	99	-58	90	-8	4	88	-2

More entries.
SMILES	Bim-Bcl-W	Bcl-XL Bim block	Bim-Mcl-1	Bcl-2 Bim block	RGS8-Gao reg	Mcl1-Bid inh	RGS4-Gao reg	Mcl1 Noxa PPI	Bim-Bcl-B	RGS7-Gao	Bim-Bfl-1
CCCn1cc(NC(=O)C2CC(c3cccc(Br)c3)=NO2)cn1 (configuration not stated)	0	-5	-1	-9	101	-10	102	-16	-10	103	-13
CCc1nnc(NS(=O)(=O)c2ccc(NC(=S)NC(=O)c3ccc(OC)cc3)cc2)s1	-4	-8	-8	-2	109	-19	100	20	-5	101	-6
CC1CCCC(C)N1/N=C/c1cc(Br)cc(Br)c1O (configuration not stated)	-1	-2	-1	-5	103	-5	104	19	-1	102	-2
CCC(C)Sc1nc2c(c(=O)[nH]c(=O)n2C)n1C (configuration not stated)	0	3	-1	-2	98	-23	104	0	3	102	0
O=C(N(c1ccccn1)c1ccccn1)C12CC3CC(CC(Cl)(C3)C1)C2	0	1	2	0	120	0	106	9	1	109	4
COC(=O)c1cnc2c(c1C(=O)OC)c(=O)n(C)c(=O)n2C	-3	-3	-2	-15	113	3	107	18	-6	102	-16
Cc1cccn2c(=O)c(C=NCCO)c(NCc3ccco3)nc12	-1	-7	-6	-13	102	-17	104	-2	-9	100	-19
Cc1cc(NS(=O)(=O)c2ccc(NC(=O)c3cnc4scc(C)n4c3=O)cc2)nc(C)n1	0	-1	0	-8	95	-8	93	8	-5	94	-7
CC(C)C(=O)Nc1cccnc1	.	.	.	.	104	-5	105	-23	.	?	.
O=C(N/N=C/c1cccnc1)c1ccccc1NS(=O)(=O)c1cccs1	0	-2	17	-6	100	-26	103	18	-3	?	-6
CSc1ccccc1C(=O)C1CCCN(C(=O)CCc2cccnc2)C1 (configuration not stated)	0	0	0	0	101	3	97	2	-2	97	-2
Cc1cccnc1NC(=O)Nc1cccc(C(F)(F)F)c1	-2	-2	-2	-1	100	-8	101	-22	0	99	0
Oc1ccc(/C=N/NC2=NCCCCC2)c(O)c1	1	7	0	-2	101	-44	103	-6	-2	102	-7
O=C(NNC(=O)c1ccc(SCC2CCCO2)c([N+](=O)[O-])c1)c1ccc(Cl)c([N+](=O)[O-])c1 (configuration not stated)	-3	-6	-1	-7	99	31	97	31	-8	94	-12
COc1ccc(/C=C/C(=O)Nc2nc(C)c(C(=O)N(C)C)s2)cc1	0	-3	-4	-1	104	-5	103	0	-1	100	-1

Source: PubChem (several laboratories)
